TCR act: activates T cell receptor signaling; primary human leukocytes, anti-CD3, IL-2 HTRF, 48 h; Potency, µM (titrated, usually from 9.22 µM), inactives show at the highest dose activation of IL-2 secretion, hits mostly activators; 330,000 tested, under 10 active; AID 504894; also: % of control where 0% means no effect
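IL-2 produced over 48 hr by a-CD3 bead-stimulated primary human leukocytes exposed to compounds was detected with a homogeneous time-resolved FRET immunoassay, 665nm acceptor signal after 320nm excitation.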
MLL CXXC-DNA inh: MLL CXXC-DNA interaction inhibition | Q03164 | MLL-CXXC / FITC-HOXA9 DNA fluorescence polarization | Potency, µM (top dose mostly 115 µM), for the others: top-dose activity change, negative = inhibition, actives largely listed as inhibitors | 290,000 compounds, 0.037% hits | AID 2662; active = well fitted inhibition curve with a large enough effect in the polarisation, with a control signal flat, not every such curve was filed as active; inconclusive = small, poorly fitted or top-dose-only effect, or effect the other way, or a change in a side signal; inactive = no such curve, though single readings can be large or run the other way; the % refers to the polarisation; also: potency is read from the fitted curve at half-maximal effect
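Purified MLL-CXXC (added from a 7 uM solution) was preincubated 5 min at ambient with pinned compounds in 50 mM Tris-HCl pH 7.5, 50 mM NaCl, 1 mM DTT, 0.05% BSA. Fluorescein-labeled HOX-A9 DNA (50 nM solution) followed, 30 min, then polarization read.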
Giardia killer: Giardia lamblia killing; AID 540267; activity change, % at 7.66 µM, hits read low; Giardia lamblia trophozoite viability; 340,000 compounds, 0.15% hits; in the data active = activity change below about -80%; inconclusive = between about -30% and that limit;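 also: parasites exposed to compound for two days anaerobically before the ATP read; % is scaled to controls: 0 for no effect and ±100 for the full control effect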
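Trophozoite viability was measured as ATP-dependent luminescence, read 15-30 min after reagent addition. Before that, parasites at 100 cells/well were exposed to compounds for 48 h, anaerobically, at 37 deg C.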
GALK inh: blocks human galactokinase activity. P51570. Purified GALK, Kinase-Glo residual ATP luminescence. Potency, µM (doses to about 57.5 µM), for inactives: at the top dose activity change, negative = inhibition, usual class: inhibitors. 270,000 compounds, 0.007% hits; also: potency is read from the fitted curve at half-maximal effect; % is scaled to controls: 0 for no effect and ±100 for the full control effect
Target sequence (P51570 whole entry, looked up): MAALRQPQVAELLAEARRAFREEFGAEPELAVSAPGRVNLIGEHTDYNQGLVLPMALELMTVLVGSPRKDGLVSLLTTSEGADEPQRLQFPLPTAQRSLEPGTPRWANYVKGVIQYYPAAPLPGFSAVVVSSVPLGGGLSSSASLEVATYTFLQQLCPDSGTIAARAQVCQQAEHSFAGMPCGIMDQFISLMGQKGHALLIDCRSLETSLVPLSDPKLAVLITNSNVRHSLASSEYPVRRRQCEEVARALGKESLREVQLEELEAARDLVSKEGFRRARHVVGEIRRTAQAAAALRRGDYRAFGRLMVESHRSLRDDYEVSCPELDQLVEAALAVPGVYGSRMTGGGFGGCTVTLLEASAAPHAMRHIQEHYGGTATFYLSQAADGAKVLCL
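5 nM enzyme, 35 uM ATP, 100 uM galactose, 20 mM HEPES pH8.0, 5 mM MgCl2; 1 h RT; residual ATP by Kinase-Glo Plus luminescence, qHTS format.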
hERG WT inh: KCNH2 (human, wildtype) channel inhibition | activity change, % at 1.84 µM | U2OS, BacMam KCNH2, thallium flux FluxOr; hits give low values | 340,000 compounds, 0.37% hits;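 active = maximum activity change below -70%; inconclusive = maximum activity change between -70% and -50%; inactive = maximum activity change above -50%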; also: % is scaled to controls: 0 for no effect and ±100 for the full control effect
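U2OS cells were transduced with wild-type KCNH2 virus (2.03 x 10^8 / mL) for 4 h at room temperature, then cultured overnight at 37 C. Thallium flux was read with FluxOr dye. Rate constants were normalized to DMSO controls.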
Chronic BCR inh: chronic active BCR signaling inhibition; ABC-DLBCL IkBa-CBG/CBR reporter, luminescence ratio, 4 h; Potency, µM (doses to about 46.1 µM), for the others: at the top dose ratio change, negative = lower green/red ratio, usual class: inhibitors; 340,000 compounds, 0.05% hits; AID 493014; active = well fitted inhibition curve with a large enough effect in the signal ratio, with a control signal flat, not every such curve was filed as active; inconclusive = small, poorly fitted or top-dose-only effect, or effect the other way, or a change in a side signal; the % refers to the signal ratio;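 also: potency is read from the fitted curve at half-maximal effect; plate controls were basal doxycycline-induced cells for no effect and cells given 10 µM MG132 for full effect; MG132 reads +100%, hits lower the ratio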
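Doxycycline induced both beetle luciferases in TMD8 lymphoma cells; IKK-driven degradation limits the IkappaBalpha-fused green signal, while red luminescence normalises for cell number and nonspecific effects. Compounds tested up to 46 uM, 4 hrs.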
FBPA coupling cs: counter-screen for Giardia aldolase inhibitors: coupling enzyme system | coupling enzyme system counterscreen, AmpLite Red fluorescence | activity change, negative = inhibition, % at 58.2 µM, hits read low | 290,000 compounds, 0.67% hits; in the data active = activity change below about -30%; also: % is scaled to controls: 0 for no effect and ±100 for the full control effect
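Counterscreen lacking aldolase: glyceraldehyde-3-phosphate coupling-enzyme reagent preincubated 10 min at RT with compound (at 57.5 uM final), then substrate/coupling system with AmpLite Red added; fluorescence read at 525/598 nm after 20 min RT.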
A-T KAP1 phos: potential ataxia-telangiectasia treatment | 320,000 compounds, 0.19% hits | […] A-T fibroblasts, KAP-1 phosphorylation AlphaLISA; neocarzinostatin DNA damage 30 min before lysis | Potency, µM (doses to about 57.5 µM), without a hit: at the top dose activation, usual class: activators; also: potency is read from the fitted curve at half-maximal effect; % of control where 0% means no effect; nearly all actives have a fitted effect of over 45% in size
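hTERT-immortalized A-T patient fibroblasts ([…]), 500 cells/well in OPTI-MEM, 1% FBS, got compounds for 60 min, then NCS for 30 min at 37C. Lysates were then assayed for phospho-KAP-1 by AlphaLISA (anti-pKAP1 donor, anti-KAP1 acceptor beads), 6 hr at 25C.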
Tb PFK inh: inhibitors of T. brucei phosphofructokinase; T. brucei PFK, ADP-Glo luminescence; O15648; 330,000 compounds, 0.17% hits; Potency, µM (series often up to 57.5 µM), for inactives: at the highest dose activity, negative = inhibition, actives largely listed as inhibitors;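 also: potency is read from the fitted curve at half-maximal effect; 0% = uninhibited 1x PFK enzyme wells and -100% = no-enzyme wells; nearly all actives have a fitted effect of over 60% in size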
Target sequence (O15648 whole entry, looked up): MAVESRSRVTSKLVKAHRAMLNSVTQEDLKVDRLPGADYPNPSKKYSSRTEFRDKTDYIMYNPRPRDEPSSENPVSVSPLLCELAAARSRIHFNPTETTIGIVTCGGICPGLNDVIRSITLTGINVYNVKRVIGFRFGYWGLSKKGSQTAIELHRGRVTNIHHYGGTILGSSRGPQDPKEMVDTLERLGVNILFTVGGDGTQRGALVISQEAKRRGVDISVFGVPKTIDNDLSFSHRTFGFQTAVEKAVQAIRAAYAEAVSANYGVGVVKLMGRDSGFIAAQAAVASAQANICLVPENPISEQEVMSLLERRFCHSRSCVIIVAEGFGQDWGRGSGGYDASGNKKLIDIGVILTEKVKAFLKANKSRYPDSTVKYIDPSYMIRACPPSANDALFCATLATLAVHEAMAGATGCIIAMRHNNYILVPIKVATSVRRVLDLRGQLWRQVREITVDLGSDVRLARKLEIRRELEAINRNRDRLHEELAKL
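1.25 nM PFK with 0.5 mM F6P and 0.1 mM ATP in 0.1 M TEA pH 8.0, 5 mM MgCl2, incubated 45 min at room temperature; ADP measured by ADP-Glo luminescence; compounds titrated up to 57 uM.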
TSHR antagonist: human thyrotropin receptor antagonism | P16473 | TSHR-expressing cells, TSH-stimulated cAMP HTRF, 2 h; hits give low values | activity change, negative = inhibition, % at 11.5 µM | 330,000 compounds, 0.2% hits | AID 504810;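 active = activity change below a set negative limit, meaning inhibition stronger than a set level, cut at about -70% in these data; inconclusive = activity change between two set negative limits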; also: % is scaled to controls: 0 for no effect and ±100 for the full control effect
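TSHR-expressing cells, 200/well, pre-treated with compound, then stimulated with EC80 TSH (4nM final) for 2 hours at 37 deg C. cAMP measured by competitive HTRF: anti-cAMP cryptate antibody in lysis buffer plus cAMP-d2, read after 30 minutes at room temperature.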
* hit, by the source's call; ? = inconclusive; / = not tested or not shown; [ ] = dose if it differs, or a comment. Unless noted, calls follow the shape of the dose curve; as a rule, active = well fitted curve in the direction sought with a large enough effect; inconclusive = small, poorly fitted or top-dose-only effect, or another doubt; inactive = no such curve, though single readings can be large; an effect the other way counts as inactive or inconclusive. Compounds as they come; overall some 1.6% were active at least once.

No.	smiles	TCR act	MLL CXXC-DNA inh	Giardia killer	GALK inh	hERG WT inh
1	O=C(COc1ncnc2ccccc12)N1CCN(S(=O)(=O)c2ccccc2)CC1	8%	8%	6	0%	-4
2	CCN(CC)CCNCC1C(=O)O[C@@H]2C[C@@]3(C)CCC[C@H](C)C3=C[C@H]12 (stereo partly drawn)	-1%	31%[activator]	28	2%	3
3	Cc1ccc(-n2cc(CNCCn3nc(C)cc3C)c(-c3ccc(F)cc3)n2)cc1	-4%	-3%	-14	0%	-29
4	COc1ccc(C2C(C#N)=C(SC)NC3=C2C(=O)CC(C)(C)C3)cc1 (stereo not drawn)	-7%	6%	10	6%	2
5	CCCNC(=O)C1CCN(S(=O)(=O)c2c(C)noc2/C=C\c2ccc(OC)cc2)CC1	-25%	-6%	7	0%	6
6	O=C1CN(C(=O)COC(=O)/C=C/c2ccco2)c2ccccc2N1	/	-23%	0	0%	-4
7	COc1cccc(-c2ccc(NC(=O)C3CCCN(Cc4cnc(N(C)C)s4)C3)cc2)c1 (stereo not drawn)	-6%	3%	52[activator]	-3%	40
8	CCCN(C(=O)Cn1c(C(F)(F)F)nc2ccccc21)C1CCS(=O)(=O)C1 (stereo not drawn)	6%	/	-3	/	-16
9	O=C(Nc1ccc(O)c2c(=O)cc(-c3cccc(Cl)c3)oc12)c1cccc(Cl)c1	-4%	-1%	12	5%	5
10	Nn1cnc2c([nH]c3ccccc32)c1=O	0%[46.1 µM]	-3%	3	-2%	13
11	C/C(CC(=O)Nc1ccc(Cl)cc1Cl)=N\NC(=O)C(=O)NCCO	4%[46.1 µM]	-8%	-13	1%	-14
12	CCOCCCN(C(=O)Cn1nnc(-c2ccc(C)o2)n1)C(C(=O)NC1CCCC1)c1ccc(C)o1 (stereo not drawn)	7%	5%	2	10%	9

No.	Chronic BCR inh	FBPA coupling cs	A-T KAP1 phos	Tb PFK inh	TSHR antagonist
1	0%	4	2%	-3%	7
2	?	0	4%	-4%	-30
3	-8%	-12	7%[11.5 µM]	-9%	3
4	0%	4	1%	-1%	11
5	?	4	0%	-2%	-10
6	?	2	-3%	-11%	-3
7	?	/	6%	-8%	-5
8	5%	/	12%	-1%	3
9	-6%	2	-51%[inhibitor]	-5%	-1
10	0%	8	31%	-3%	37
11	?	3	-1%	-5%	-8
12	?	0	5%	1%	-2

The results go on:
No.	smiles	TCR act	MLL CXXC-DNA inh	Giardia killer	GALK inh	hERG WT inh
13	CC(NC(=O)c1ccco1)c1ccc2c(c1)OCCO2 (stereo not drawn)	1%[46.1 µM]	-7%	-8	-1%	0
14	COc1ccc(NC(=O)CSc2nncs2)cc1S(=O)(=O)N1CCCCC1	-5%	/	11	/	10
15	CCOC(=O)C1CCN(C(=O)c2cccc(NS(=O)(=O)c3ccc(F)c(F)c3)c2)CC1	-2%	3%	-9	4%	8
16	O=C1CN(C(=O)/C=C/c2cc(Br)ccc2F)CCN1	6%	-2%	-23	2%	20
17	Cc1cccc(NC(=O)C(C)N2C(=O)C3C4CC(C(Br)C4Br)C3C2=O)c1 (stereo not drawn)	-1%	6%	1	-1%	-3
18	O=C(CSCc1ccc(F)cc1)NCc1ccco1	/	15%	4	-3%	0
19	COc1ccc(-c2c(C)n([O-])c(C)c(-c3ccccc3)[n+]2=O)cc1OC	-12%	16%	1	-1%	24
20	COc1ccc(N2CC(C(=O)Nc3nc4ccc(F)cc4s3)CC2=O)c(OC)c1 (stereo not drawn)	-1%	?	12	2%	-15
21	Cc1ccccc1-c1nc(S(=O)(=O)c2ccc(Cl)cc2)c(NCCN2CCOCC2)o1	/	-1%	7	0%	-3
22	O=C(CN1CCc2cc3c(cc2C1)OCCCO3)Nc1ccc(F)cc1	-3%	9%	-10	-8%	-1
23	Cc1c(C(=O)NC(=S)NCc2cccnc2)oc2ccccc12	15%	-12%	-1	-3%	1
24	O=C(Oc1cccnc1)c1cccc(Cl)c1	1%	-12%	5	0%	-1

No.	Chronic BCR inh	FBPA coupling cs	A-T KAP1 phos	Tb PFK inh	TSHR antagonist
13	-26%	0	0%	-2%	9
14	1%	/	0%	0%	-8
15	0%	1	12%	-17%	1
16	0%	2	2%	1%	-1
17	?	/	-1%	1%	11
18	?	2	12%	-10%	13
19	-4%	0	-3%	0%	7
20	?	-1	-3%	-7%	8
21	?	-1	1%	0%	-2
22	?	/	11%	-8%	-6
23	?	1	-2%	0%	-8
24	-2%	-17	5%	-16%	15

A second format for 3 compounds above.
#15 CCOC(=O)C1CCN(C(=O)c2cccc(NS(=O)(=O)c3ccc(F)c(F)c3)c2)CC1
#16 O=C1CN(C(=O)/C=C/c2cc(Br)ccc2F)CCN1
#17 Cc1cccc(NC(=O)C(C)N2C(=O)C3C4CC(C(Br)C4Br)C3C2=O)c1 (stereo not drawn)
assay / compound | 15 | 16 | 17
TCR act | -2% | 6% | -1%
MLL CXXC-DNA inh | 3% | -2% | 6%
Giardia killer | -9 | -23 | 1
GALK inh | 4% | 2% | -1%
hERG WT inh | 8 | 20 | -3
Chronic BCR inh | 0% | 0% | ?
FBPA coupling cs | 1 | 2 | /
A-T KAP1 phos | 12% | 2% | -1%
Tb PFK inh | -17% | 1% | 1%
TSHR antagonist | 1 | -1 | 11

Following part:
No.	smiles	TCR act	MLL CXXC-DNA inh	Giardia killer	GALK inh	hERG WT inh
25	Fc1ccc(NC(=S)NCc2ccc3c(c2)OCO3)cc1	3%	26%	-7	1%	2
26	Cn1c(O)c(N=NC(=O)Cn2c(C(F)(F)F)nc3ccccc32)c2ccccc21	1%[46.1 µM]	13%	-3	2%	-2
27	CC(C)(C)c1ccc(/C=C/C(=O)Nc2ncccn2)cc1	6%[46.1 µM]	-7%	-16	-1%	-5
28	CC(=O)Nc1ccc(NC(=O)c2ccc(COc3ccc(C)cc3)o2)cc1	-9%	-1%	-7	3%	-20
29	CC(C)NC(=O)CN(Cc1ccccc1)S(=O)(=O)c1ccccc1	-2%	-7%	24	1%	12
30	COc1ccc(CCNC(=O)C(=O)c2c(C)n(C)c3ccccc23)cc1OC	-2%	8%	-17	-5%	-9
31	O=C(CCC(=O)N1CCN(S(=O)(=O)c2cccc(F)c2)CC1)c1cccs1	/	13%	21	-4%	12
32	COc1ccc(C2=NOC(C(=O)Nc3ccc4c(c3)OCCO4)C2)cc1OC (stereo not drawn)	-1%	-1%	-13	/	-12
33	COc1cc2cc(C(c3nnnn3C3CCCCC3)N(C)C3CCCCC3)c(=O)[nH]c2cc1OC (stereo not drawn)	-6%	14%	-8	1%	-1
34	COCCn1c(SCCN2CCOCC2)nc2c1c(=O)[nH]c(=O)n2C	9%	0%	-8	1%	-4
35	CN(C)S(=O)(=O)c1ccc(NC(=O)Cn2c(-c3ccccc3)noc2=O)cc1	4%	0%	19	0%	-25
36	O=C(CSc1nnc(-c2ccccc2)o1)n1c2c(c3ccccc31)CCCC2	/	10%	/	-4%	/

No.	Chronic BCR inh	FBPA coupling cs	A-T KAP1 phos	Tb PFK inh	TSHR antagonist
25	6%	-2	5%	-5%	-11
26	?	2	7%	2%	-5
27	0%	1	0%	-4%	2
28	0%	1	5%	-3%	5
29	9%	0	-4%	2%	-2
30	?	/	5%	0%	-2
31	5%	2	-1%	-5%	55
32	-13%	1	-11%	2%	0
33	-7%	-5	-1%	-9%	17
34	8%	0	-1%	?	-8
35	-2%	0	/	-10%	/
36	10%	1	6%	22%	10

Further compounds
No.	smiles	TCR act	MLL CXXC-DNA inh	Giardia killer	GALK inh	hERG WT inh
37	Cc1cccc(C(=O)OCC(=O)c2csc(N3CCCCC3)n2)c1[N+](=O)[O-]	/	/	-13	/	-16
38	Cc1cc2[nH]cnc2c([N+](=O)[O-])c1C	-1%	1%	7	-1%	-3
39	Cc1cc2c(=O)n(CC(=O)N3CCN(c4ccc(F)cc4)CC3)cnc2s1	3%	4%	-9	-2%	1
40	NC(=O)CC(NC(=O)Cc1ccc(Br)cc1)c1ccc(NCCN2CCOCC2)c([N+](=O)[O-])c1 (stereo not drawn)	-7%	1%	-27	/	-12
41	C=CCn1c(COc2ccccc2)nc2ccccc21	-2%	-11%	0	5%	-4
42	COc1ccc(CCn2nnnc2C(CC(C)C)N2CCC(C(N)=O)CC2)cc1OC (stereo not drawn)	7%	2%	7	0%	-3

No.	Chronic BCR inh	FBPA coupling cs	A-T KAP1 phos	Tb PFK inh	TSHR antagonist
37	-2%	/	30%	1%	/
38	-1%	-1	2%	2%	-7
39	10%	3	4%	1%	-1
40	-2%	0	-6%	-1%	-4
41	-1%	0	3%	-5%	-3
42	0%	1	2%	-2%	-7

High-throughput results as filed in PubChem BioAssay.
